Peg3 promoter = Peg3 promoter activity inhibition; HeLa PEG-Prom luciferase reporter, luminescence, overnight; inhibition, % at 20 µM; 360,000 tested, 1.7% active;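 active = inhibition of at least 50% at 20 µM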
aDG glyco up = alpha-DG glycosylation activation; 360,000 tested, 0.22% active; Pro5-aDG cells, alpha-DG glycosylation AlphaScreen (IIH6); 0% Pro5, 100% B10-LARGE cell signal; activation, % at 10 µM;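 active = activation of at least 8% versus controls, or a plate z-score of at least 8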;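 also: Pro5 are CHO cells carrying HIG-tagged alpha-DG that lacks glycosylation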
MITF TRPM1 inh = reduces MITF-dependent TRPM1 promoter luciferase signal; SK-MEL-5 TRPM1 promoter luciferase, 24 h; inhibition, % at 12.5 µM; 330,000 tested, 0.83% active; AID 488899;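 active = mean inhibition across replicates of 60% or more, whatever share of single replicates reaches that level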; also: values of inactives mirror those of a sister screen read the other way
Granule exo inh = lytic granule exocytosis inhibition; TALL-104 LAMP-1 surface exposure, flow cytometry; cells stimulated with thapsigargin and PMA; 360,000 tested, 0.66% active; inhibition, % at 10 µM;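 active = inhibition above about 55%, limit read from the data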
NR2E3 ag-1 = agonists of human nuclear receptor NR2E3 | GST-NR2E3/biotin-RetCOR TR-FRET, 1536-well | AID 2300 | 320,000 tested, 0.12% active | inhibition of corepressor binding, % at 4.78 µM;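 active = percent inhibition above the cutoff of mean plus 3 SD of all tested compounds, set per screening campaign, cut at about 20% in these data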;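 also: 0% = DMSO wells and 100% = biotin wells as full block of FRET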
Target sequence (Q9Y5X4 whole entry, looked up): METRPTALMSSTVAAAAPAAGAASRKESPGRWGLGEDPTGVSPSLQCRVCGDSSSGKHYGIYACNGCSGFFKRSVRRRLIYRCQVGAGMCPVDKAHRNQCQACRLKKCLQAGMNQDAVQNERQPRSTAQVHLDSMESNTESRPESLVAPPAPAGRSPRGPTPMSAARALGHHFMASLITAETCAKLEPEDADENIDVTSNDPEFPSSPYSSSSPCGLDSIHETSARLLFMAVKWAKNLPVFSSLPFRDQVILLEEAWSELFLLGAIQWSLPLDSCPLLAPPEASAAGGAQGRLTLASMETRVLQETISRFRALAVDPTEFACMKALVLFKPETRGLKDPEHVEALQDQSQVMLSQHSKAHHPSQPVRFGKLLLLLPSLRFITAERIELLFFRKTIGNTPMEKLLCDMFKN
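System: GST-tagged NR2E3 plus biotinylated RetCOR corepressor; Buffer or medium: pH 7.5 Tris-based buffer; Probe or stimulus: RetCOR corepressor, biotinylated, 7 nM; Doses: compound at 4.8 µM, single dose; Schedule: 5 h incubation at 4 °C; Technique: time-resolved FRET; Evaluation: percent inhibition of TR-FRET ratio; Replication: one well per compound, singlicate testing.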
PDI turbidity = blocks human protein disulfide isomerase activity; P07237; PDI insulin aggregation turbidity, A650, 90 min; inhibition, % at 10 µM; 350,000 tested, 0.052% active; AID 588391;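 active = mean inhibition across replicates of 30% or more, whatever share of single replicates reach that level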;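 also: absorbance from insulin aggregation driven by PDI reduction with DTT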
Target sequence (P07237 whole entry, looked up): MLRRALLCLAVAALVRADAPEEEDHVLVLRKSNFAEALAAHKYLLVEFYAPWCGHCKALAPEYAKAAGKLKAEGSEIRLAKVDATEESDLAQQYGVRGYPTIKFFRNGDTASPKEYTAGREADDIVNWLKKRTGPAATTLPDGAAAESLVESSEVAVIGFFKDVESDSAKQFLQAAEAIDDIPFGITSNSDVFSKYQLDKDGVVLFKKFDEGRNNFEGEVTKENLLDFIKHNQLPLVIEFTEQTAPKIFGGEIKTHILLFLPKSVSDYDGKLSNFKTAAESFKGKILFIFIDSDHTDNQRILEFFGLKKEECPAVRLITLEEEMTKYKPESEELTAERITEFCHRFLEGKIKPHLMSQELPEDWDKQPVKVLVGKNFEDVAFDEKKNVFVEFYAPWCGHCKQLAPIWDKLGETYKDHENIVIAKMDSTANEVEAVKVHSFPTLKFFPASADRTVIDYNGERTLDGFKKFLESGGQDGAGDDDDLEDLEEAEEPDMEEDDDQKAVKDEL
NR2E3 ag-2 = activates human NR2E3 receptor; Q9Y5X4; 360,000 tested, 0.35% active; CHO-S Gal4-NCOR/VP16-NR2E3 two-hybrid, luciferase; AID 602229; inhibition of corepressor binding, % at 3.98 µM;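 active = inhibition above the mean of all tested compounds plus 3 SD, cut at about 70% in these data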;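 also: 0% = DMSO with NR2E3 transfected cells and 100% = cells lacking NR2E3 construct; higher means lower luciferase signal from less NR2E3 corepressor binding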
CaV13 ICDI inh = Primary screen for inhibitors of IQ motif and Ca2+-dependent inactivation inhibitor domain binding in CACNA1D, Förster resonance energy transfer in living cells, …; 340,000 tested, 0.098% active; inhibition, % at 12.3 µM; HEK cells, CFP/YFP FRET ICDI-IQ, plate reader, 10 min; percent FRET-ratio fall versus neutral wells;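 active = mean replicate inhibition of at least 30% and at least 1% of replicates passing that level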;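 also: 0% = median of the neutral control wells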
HIF-2a block = HIF-2a inhibition; 786-0 RCC cells HIF-2a reporter, luciferase luminescence, overnight; inhibition, % at 18.8 µM; 360,000 tested, 0.72% active;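 active = inhibition of the luminescence signal of 40% or more relative to plate controls, in a single-dose primary screen at 18.75 µM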
Vif inh = HIV Vif inhibition; 340,000 tested, 0.35% active; HEK293T cells, Vif self-association by quenched fluorescence, imaging, 24 h; AID 602346; inhibition, % at 7.49 µM; in the data active = inhibition above about 50%, passing the limit was not always enough; also: some results filed as inactive read as strong as hits
iPSC survival up = hiPSC single-cell survival enhancement | ATPlite luminescence; 100% = ROCK inhibitor wells, 0% = DMSO | survival enhancement, % at 20 µM | 360,000 tested, 0.044% active | AID 602274; in the data active = survival enhancement above about 18%;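 also: cells exposed to compounds for 16 hours before the ATP read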
Active calls of the source: *; nt = not tested or not shown.

The first two entries as a preview:
SMILES	Peg3 promoter	aDG glyco up	MITF TRPM1 inh	Granule exo inh	NR2E3 ag-1	PDI turbidity	NR2E3 ag-2	CaV13 ICDI inh	HIF-2a block	Vif inh	iPSC survival up
COc1ccc(NC(=O)Cc2csc(NC(=O)Nc3ccccc3OC)n2)cc1	5	-0.1	nt	3	nt	-3	-7	-10	-18	-5	-2.4
O=C(O)CC1(CC(=O)Nc2ccc(Oc3cccc(C(F)(F)F)c3)nc2)CCCC1	1	0.1	nt	-2	1	-4	15	5	10	-4	-0.2

The list itself, from the first entry:
SMILES	Peg3 promoter	aDG glyco up	MITF TRPM1 inh	Granule exo inh	NR2E3 ag-1	PDI turbidity	NR2E3 ag-2	CaV13 ICDI inh	HIF-2a block	Vif inh	iPSC survival up
COc1ccc(NC(=O)Cc2csc(NC(=O)Nc3ccccc3OC)n2)cc1	5	-0.1	nt	3	nt	-3	-7	-10	-18	-5	-2.4
O=C(O)CC1(CC(=O)Nc2ccc(Oc3cccc(C(F)(F)F)c3)nc2)CCCC1	1	0.1	nt	-2	1	-4	15	5	10	-4	-0.2
COc1ccc(NC(=O)c2ccco2)cc1NC(=O)c1c(OC)cccc1OC	-34	0.0	14	-5	4	-5	-1	-6	-21	6	1.9
CCOc1ccc(-c2cccc(NS(=O)(=O)c3ccc([N+](=O)[O-])cc3)c2)nn1	-8	0.4	7	-6	2	-10	7	-6	-6	-2	-0.7
CS(=O)(=O)N(CC(=O)NCc1cccnc1)C1CCCCC1	0	0.2	-6	-1	-4	-2	1	-2	7	-5	-0.3
CC(=O)c1c(C)[nH]c(C(=O)COC(=O)c2nccnc2N)c1C	-34	0.3	-4	-2	6	8	-32	-3	-18	3	-2.1
Cc1ccc(CN2CCNC(=O)C2CC(=O)NCc2cc(C)n(C)n2)cc1 (stereo unspecified)	-14	-0.1	8	-6	-1	-2	-4	-6	2	-6	1.0
C(=NNC1=NCCN1)c1ccnc2ccccc12	-6	0.0	nt	-3	nt	nt	-4	-9	-26	-6	1.6
Cc1cccc(/C=N/NC(=O)CC(=O)NCCc2ccccc2)c1	26	0.2	6	0	-1	1	15	-4	5	20	0.6
Cn1c(SCc2ccccc2)nccc1=O	0	0.0	1	2	nt	-2	18	-7	-7	-19	-0.6
NCCCCCNC(=O)c1[nH]cnc1C(=O)N[C@@H](Cc1ccccc1)C(=O)OCc1ccccc1	-3	-0.1	0	-6	nt	-1	4	-4	1	-3	0.0
O=C1c2cccnc2C(=O)N1c1ccccc1-c1ccccc1	8	0.0	-12	-3	1	-8	0	-6	2	9	-0.6
COc1ccc(OCC(=O)N/N=C2/C=C(C)CC2)cc1	5	0.1	-8	8	3	8	1	-4	18	0	-2.1
CCc1c(C)nc2ncnn2c1N1CCCC(C(=O)NCc2ccco2)C1 (stereo unspecified)	4	0.0	11	1	2	-2	-8	-9	2	nt	-2.1
CCn1cc(C(=O)NCC(OC)OC)c(=O)c2cc(S(=O)(=O)N(C)C3CCCCC3)ccc21	40	-0.1	19	-2	3	3	-7	-2	22	5	-0.4
COc1ccc(/C=N/NC(=O)c2ccccc2Cl)cc1CSc1nc2ccccc2s1	8	-0.2	28	-2	-2	-18	-7	-5	-3	10	0.9
Cc1ccc(OCCC(=O)OCc2csc(CC(=O)Nc3ccccc3C)n2)cc1	4	0.0	0	1	2	-10	-13	-11	14	-4	1.9
Cc1cc([N+](=O)[O-])ccc1NC(=S)NC1CCCC1	-21	-0.3	-2	5	0	3	-19	-10	-35	-10	-0.4
Nc1ccccc1NC1=CC(=O)CC(c2ccco2)C1 (stereo unspecified)	-4	-0.2	13	2	2	13	-122	nt	-27	-19	-2.0
Cc1cc(C)cc(N(CCC(=O)Nc2nnc(C3CC3)s2)S(=O)(=O)c2ccc(Cl)cc2)c1	19	0.0	6	-5	4	-3	1	-3	9	1	1.0
CCOC(=O)C1C(c2cc(OC)c(OC)c(OC)c2)NC(=S)NC1(O)C(F)(F)F (stereo unspecified)	22	-0.3	0	-4	1	1	-8	-4	25	1	3.3
CC(C)(C)C(=O)O/N=C1\CCS(=O)(=O)c2sccc21	-3	-0.3	1	0	2	-1	-8	-4	16	-20	2.1
Cc1[nH]nc(-c2ccc(OCc3cnn(-c4ccccc4)c3)cc2O)c1Oc1ccc(F)cc1	17	0.4	16	3	1	-1	-25	nt	8	nt	4.1
CCCCn1c(N)c(N(CCC(C)C)C(=O)c2c(CC)noc2C)c(=O)[nH]c1=O	2	-0.2	nt	0	nt	-22	13	-6	23	nt	7.7
CCOC(=O)[C@]12CCC=C1N(Cc1ccc3c(c1)OCO3)C(=O)[C@H](CC(=O)N1CCSCC1)C2	nt	0.1	nt	-3	nt	nt	-9	-3	11	nt	-0.5
CC[C@]1(C(=O)OC)[C@H]2C(=O)N(Cc3ccccc3)C(=O)[C@H]2[C@H]2CN=C(SCC3CC3)N21	-5	-0.2	9	-2	nt	4	-3	-8	8	-6	0.0
CSc1nccc(-c2nn(-c3ccc(C)cc3)ccc2=O)n1	22	-0.3	28	-1	0	2	-100	nt	9	nt	-0.2
CC(=O)c1ccc(OCCCC(=O)NCCc2ccccc2)cc1	-25	0.1	-7	-1	0	-5	20	-7	-32	-2	-0.3
CCOc1c2ccc(C(=O)N[C@H](C)C3CCCCC3)cc2nn1CC	3	-0.2	4	28	-1	-2	-12	-10	9	-12	2.6
Nc1c(Cl)cc(Cl)cc1C(=O)OCC(=O)N1CCOCC1	2	0.1	1	0	1	2	8	-6	-4	nt	-1.1
CC(=O)N1CCN(C(=O)c2cc(-c3ccc(C)o3)nc3ccccc23)CC1	-94	-0.3	-28	0	-1	-1	-10	-1	-64	0	-0.5
Cc1ccc(Cn2cc(CCC(=O)O)c3ccccc32)cc1	13	-0.1	13	0	-6	6	-23	-16	12	-3	-0.4
NC(=O)CC1C(=O)N(c2ccc(Cl)cc2)C(=S)N1NC(=O)c1cccc(F)c1 (stereo unspecified)	-44	0.1	-2	12	4	2	-11	-5	-48	-7	-0.2
Cc1ccc(NS(=O)(=O)c2ccccc2[N+](=O)[O-])cc1S(=O)(=O)N1CCCCC1	9	5.7	8	7	nt	4	-7	-7	10	2	-3.6
COC(=O)c1ccc(N2C(=O)CC(Sc3n[nH]c(C)n3)C2=O)cc1 (stereo unspecified)	23	-0.2	5	31	0	1	-7	nt	18	7	-0.7
CCc1ccc(C)c(OC(=O)c2cncc(Br)c2)c1	11	-0.2	1	-6	-1	-12	-7	-3	19	16	-0.1
CCN(CC)CCn1c2c(c(SCC(=O)Nc3ccc(F)c(F)c3)nc1=O)CCC2	-6	0.5	-7	2	6	2	18	-4	14	18	0.6
CC1CC(Nc2ccccc2N)=CC(=O)O1 (stereo unspecified)	2	0.5	12	-4	4	-7	-111	-7	-23	-3	-2.0
CCOC(=O)c1cccc(NC(=O)c2ccc(NC(=O)C3CCCO3)cc2)c1 (stereo unspecified)	-45	0.0	-2	3	4	2	-13	-3	-41	26	-0.4
CCOc1ccccc1C1C(C#N)=C(N)Oc2cc(C)n(Cc3ccccn3)c(=O)c21 (stereo unspecified)	6	0.0	-12	18	-1	-1	-1	-5	-1	-18	-1.2
N#Cc1cccc(NS(=O)(=O)c2ccccc2Cl)c1	5	-0.2	-7	0	2	4	12	-7	0	-2	2.7
O=C(NCc1ccco1)C1CC(O)CN1C(=O)Nc1ccccc1 (stereo unspecified)	-2	-0.1	-12	-1	4	-11	-14	-3	7	37	0.6
Cc1ccc(-n2c(SCC(=O)NCC3CCCO3)nc3ccccc3c2=O)cc1 (stereo unspecified)	-8	-0.1	21	36	nt	1	-10	-3	4	-5	0.6
O=C(NCc1ccc(F)cc1)c1cc(-c2ccncc2)nc2ccccc12	24	0.0	27	3	2	-8	-28	-19	5	-6	-0.1
O=C(NCCN1CCOCC1)/C(=C/c1ccccc1)NC(=O)c1ccccc1	8	0.1	9	0	1	-62	-15	-3	10	1	-0.6
O=C(O)CCn1c(SCc2ccccc2)nc2ccccc21	-56	0.0	-11	-3	-2	-13	-54	nt	-76	26	1.8
O=c1[nH]c2cc(Cl)cc(Cl)c2[nH]c1=O	19	-0.2	2	-8	2	-1	-16	-6	-1	-16	-1.6
O=C(C(=O)N1CCN(c2cccc(Cl)c2)CC1)N1CCCCC1	12	0.0	-8	-3	-1	3	-9	-6	7	-21	-0.2
CN(CCc1ccccc1)C1CCCN(S(=O)(=O)N(C)C)C1 (stereo unspecified)	2	0.0	2	-4	2	16	4	-3	7	2	-0.3
O=C(O)C1CSC2(c3ccc(Br)cc3)CCC(=O)N12 (stereo unspecified)	-4	0.4	-6	3	-1	3	-2	-5	11	6	3.6

Remaining list, next part
SMILES	Peg3 promoter	aDG glyco up	MITF TRPM1 inh	Granule exo inh	NR2E3 ag-1	PDI turbidity	NR2E3 ag-2	CaV13 ICDI inh	HIF-2a block	Vif inh	iPSC survival up
CCCCc1nnc(NC(=O)Cc2ccc(OC)c(S(=O)(=O)N3CCOCC3)c2)s1	5	-0.1	5	6	3	9	-5	-2	17	6	-0.2
O=C(COC(=O)Cc1ccc(F)cc1)NCCc1ccccc1	10	0.0	0	2	4	-4	-4	-7	7	-4	-0.3
CC(C)C1C(c2ccccc2)N(C)C(c2ccccc2)CC1(O)c1ccccc1 (stereo unspecified)	34	0.0	-10	12	5	8	6	-8	53*	-3	-0.5
CN1CCN/C1=C(/C(Cl)=C(Cl)Cl)[N+](=O)[O-]	17	-0.1	-9	4	1	-4	6	-5	19	-6	1.2
CCc1nc(Nc2ccc(O)cc2)c2oc3ccccc3c2n1	18	0.2	-1	-2	2	-25	-28	-11	-79	-4	-0.3
CC(C)COP(=O)(c1ccc(N(C)C)cc1)C(Nc1ccccc1)c1cccnc1 (stereo unspecified)	9	0.0	5	0	2	-3	-15	-2	24	-3	0.6
CC1CCN(C(=O)COC(=O)c2ccc(Cl)nc2)CC1	-82	0.0	-15	-4	nt	-1	-28	-2	-20	-3	1.7
O=C(NCCc1ccccc1)c1ccc(NC(=O)C2CCCC2)cc1	-38	0.2	-10	-11	nt	-9	-136	-7	-110	nt	1.1
CC1(C(=O)Nc2ccc3c(c2)OCCO3)CCN1C(=O)Cc1cc(F)ccc1F (stereo unspecified)	2	0.2	nt	-1	nt	-4	-24	-8	7	-7	0.4
Cc1cc(Cl)ccc1OC(C)C(=O)OCC(=O)Nc1ccc2[nH]c(=O)[nH]c2c1 (stereo unspecified)	15	0.2	-5	-10	3	4	-17	-5	7	6	-0.5
COc1cccc(-c2nc(CS(=O)CC(=O)NCc3ccc(F)cc3)c(C)o2)c1 (stereo unspecified)	7	-0.3	-9	2	0	-4	-15	-12	-3	-2	-0.3
CCCCCn1c(=O)[nH]c2cc(C(=O)O)ccc2c1=O	-1	0.1	-7	2	-1	-9	-2	-6	6	3	-1.5
CC(=O)N1CC(=O)N(OCc2ccccc2)C1c1ccc(Cl)cc1Cl (stereo unspecified)	-53	0.0	-15	-2	2	1	5	-8	-17	4	-0.6
O=C(COC(=O)C1COc2ccccc2O1)c1ccc(F)cc1 (stereo unspecified)	6	0.1	nt	-7	nt	1	5	-5	16	-7	-1.3

Source: PubChem BioAssay
